# HP1b chromo inh: inhibitors of HP1-beta chromodomain binding to methylated histone tails | actives 0.56% (n = 390,000) | AID 540317 | Potency, µM (doses to about 114 µM), inactives show at the highest dose activity change, negative = inhibition, hits mostly inhibitors | AlphaScreen HP1-beta / biotin-H3K9me3 peptide binding | P83916; note: nearly all actives have a fitted effect of over 70% in size; inactives centre near 23
# Target sequence (P83916 whole entry, looked up): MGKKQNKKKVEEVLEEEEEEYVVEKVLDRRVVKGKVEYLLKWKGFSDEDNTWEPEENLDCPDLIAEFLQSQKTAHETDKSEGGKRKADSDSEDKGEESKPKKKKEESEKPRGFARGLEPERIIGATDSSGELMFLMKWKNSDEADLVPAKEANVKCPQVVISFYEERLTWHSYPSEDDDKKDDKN
#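 AlphaScreen: HP1-beta (50 nM) preformed 30 min with biotin-H3(1-18)K9me3 peptide (50 nM) in PBS pH 7.4, 0.01% Tween-20. Compound added for 30 min at RT, then streptavidin donor/nickel chelate acceptor beads (10 ug/mL) for 30 min.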
# Pol iota inh: blocks human DNA polymerase iota activity | AID 588590 | Q9UNA4 | Potency, µM (doses to about 115 µM), for inactives: at the highest dose activity, negative = inhibition, actives largely listed as inhibitors | actives 1% (n = 390,000) | Pol iota fluorescent replication assay, 10 min
#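 Pol iota at 10 nM preincubated 15 min with compounds at room temperature; reaction started with fluorescent substrate, 50 nM final. Fluorescence read kinetically at 0 and 10 min; buffer-only wells as negative control.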
# Tb PGK inh: T. brucei PGK inhibition. actives 0.043% (n = 380,000). PGK/GAPDH coupled, Kinase-Glo luminescence, 60 min. P07378. Potency, µM (top dose mostly 57.5 µM), inactives show at the highest dose activity change, negative = inhibition, most hits filed as inhibitors; note: % is set by controls: 0 for no effect and ±100 for the full control effect; nearly all actives have a fitted effect of over 60% in size
# Target sequence (P07378 whole entry, looked up): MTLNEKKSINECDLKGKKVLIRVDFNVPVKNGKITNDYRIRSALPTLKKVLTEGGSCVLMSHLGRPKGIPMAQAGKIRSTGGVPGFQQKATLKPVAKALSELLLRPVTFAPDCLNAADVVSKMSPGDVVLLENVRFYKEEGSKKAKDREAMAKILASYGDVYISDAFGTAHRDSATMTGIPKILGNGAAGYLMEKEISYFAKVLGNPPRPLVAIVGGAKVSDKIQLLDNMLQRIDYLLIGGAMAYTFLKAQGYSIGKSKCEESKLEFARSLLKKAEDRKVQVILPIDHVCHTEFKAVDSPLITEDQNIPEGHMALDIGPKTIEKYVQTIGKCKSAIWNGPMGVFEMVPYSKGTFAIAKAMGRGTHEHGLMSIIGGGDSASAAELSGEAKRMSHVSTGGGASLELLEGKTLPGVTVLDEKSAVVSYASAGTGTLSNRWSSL
#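 Luminescent ATP detection (Kinase-Glo Plus) follows a 60-minute room-temperature incubation, with wells lacking PGK as controls. Buffer: 100 mM TEA (pH 7.6), 5 mM MgCl2, 0.01% Tween-20. Coupling enzyme GAPDH (100 nM final) supplies unstable 1,3-BPG in-well.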
# BLM helicase inh: blocks DNA unwinding by human BLM helicase; P54132; actives 0.2% (n = 350,000); AID 2528; recombinant BLM DNA unwinding, fluorescence dequenching; Potency, µM (titrated, usually from 56.1 µM), inactives show top-dose activity change, negative = inhibition, most hits filed as inhibitors;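 note: plate controls were vehicle for no effect and no enzyme for full effect; nearly all actives have a fitted effect of over 35% in size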
# G9a block: inhibitors of human histone lysine methyltransferase G9a | G9a H3K9 monomethylation, AlphaScreen, 2 h | actives 8.8% (n = 350,000) | Q96KQ7 | AID 504332 | Potency, µM (titrated, usually from 102 µM), without a hit: at the highest dose activity, negative = inhibition, actives largely listed as inhibitors; note: % is set by controls: 0 for no effect and ±100 for the full control effect; nearly all actives have a fitted effect of over 75% in size
# Target sequence (Q96KQ7 913-1193 limits assumed): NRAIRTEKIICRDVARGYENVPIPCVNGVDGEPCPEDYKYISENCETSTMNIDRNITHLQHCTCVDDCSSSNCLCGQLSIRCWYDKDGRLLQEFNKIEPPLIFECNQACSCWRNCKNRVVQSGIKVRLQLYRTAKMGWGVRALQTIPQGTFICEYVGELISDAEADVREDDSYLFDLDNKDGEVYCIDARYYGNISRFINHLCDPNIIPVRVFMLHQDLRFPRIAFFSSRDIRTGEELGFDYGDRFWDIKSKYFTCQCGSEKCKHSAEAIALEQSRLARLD
#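 Compounds were preincubated with 20 nM G9a for 15 min, after which biotinylated H3K9 peptide (500 nM) and SAM (20 uM) started a 2 h room-temperature reaction. Monomethylated product was quantified by antibody-based AlphaScreen chemiluminescence.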
# JMJD2A Tudor inh: inhibitors of human JMJD2A Tudor domain; AlphaScreen JMJD2A-Tudor / H3K4me3 peptide binding; Potency, µM (top dose mostly 114 µM), without a hit: at the top dose activity change, negative = inhibition, hits mostly inhibitors; actives 4.4% (n = 390,000); AID 504339; note: % is set by controls: 0 for no effect and ±100 for the full control effect; nearly all actives have a fitted effect of over 50% in size
# Pin1 inhibitor: human Pin1 inhibition | Q13526 | Pin1 FP peptide displacement, HiFluor488, 10 min | Potency, µM (series often up to 115 µM), for the others: at the top dose activity, negative = inhibition, usual class: inhibitors | actives 0.009% (n = 390,000) | AID 504891; active = well fitted inhibition curve with a large enough effect in the polarisation, with a control signal flat, not every such curve was filed as active; inconclusive = small, poorly fitted or top-dose-only effect, or effect the other way, or a change in a side signal; inactive = no such curve, though single readings can be large or run the other way; the % refers to the polarisation; note: % is set by controls: 0 for no effect and ±100 for the full control effect
# Target sequence (Q13526 whole entry, looked up): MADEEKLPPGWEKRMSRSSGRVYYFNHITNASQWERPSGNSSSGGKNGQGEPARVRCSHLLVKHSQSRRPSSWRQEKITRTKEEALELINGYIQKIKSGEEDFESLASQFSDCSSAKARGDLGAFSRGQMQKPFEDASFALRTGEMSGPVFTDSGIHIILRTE
# GLS inhibitor: inhibitors of human glutaminase (GLS); O94925; GLS enzymatic activity, qHTS titration; Potency, µM (titrated, usually from 45.5 µM), without a hit: top-dose activity change, negative = inhibition, most hits filed as inhibitors; actives 0.21% (n = 410,000); AID 624170; note: % is set by controls: 0 for no effect and ±100 for the full control effect
#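 Enzyme dispensed in phosphate buffer (45 mM, pH 8.2, 0.02% Tween-20), compounds pinned in, then 1 mM L-glutamine solution and the glutamate oxidase–HRP–Amplex Red mix added; fluorescence read immediately and again after 30 min at room temperature.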
# BAZ2B block: inhibitors of human BAZ2B bromodomain. Q9UIF8. AlphaScreen BAZ2B-H3K14Ac peptide displacement. Potency, µM (highest dose often 114 µM), inactives show at the highest dose activity change, negative = inhibition, most hits filed as inhibitors. actives 4.4% (n = 360,000); note: % is set by controls: 0 for no effect and ±100 for the full control effect; nearly all actives have a fitted effect of over 60% in size
#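 Protein-peptide AlphaScreen: BAZ2B 50 nM, b-H3K14Ac 50 nM, 1x PBS pH 7.4 + 0.01% Tween-20. Preincubation 30 min RT; cpd 30 min RT (top 110 uM); beads 20 min RT, light-protected.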
# * marks the source's active call; other numbers are inactive results; i = inactive; ? = inconclusive; nt = not tested or not shown; & = joins results of further samples; [ ] = dose if it differs, or a comment. Unless noted, calls come from the whole dose curve; as a rule, active = well fitted curve in the direction sought with a large enough effect; inconclusive = small, poorly fitted or top-dose-only effect, or another doubt; inactive = no such curve, though single readings can be large; an effect the other way counts as inactive or inconclusive. Potency is the fitted concentration of half-maximal effect. Only part of the results is shown, so the mix of outcomes need not match the whole.
molecule	HP1b chromo inh	Pol iota inh	Tb PGK inh	BLM helicase inh	G9a block	JMJD2A Tudor inh	Pin1 inhibitor	GLS inhibitor	BAZ2B block
O=c1c2ccccc2cnn1Cc1n[nH]c(=S)n1-c1ccccc1F	36.9%[activator]	?	-0.4%	-1.5%	31.6µM*	?	1.6%	-15.2%	-17.8%
O=C(NCCC1=CCCCC1)c1ccc(Cl)c(S(=O)(=O)Nc2ccccc2)c1	38.5%	?	nt	-11.7%	-9.3%[59 µM]	-13.5%	0.1%	-13.0%	-1.7%
Cc1coc2c(C)c3oc(=O)c(CCC(=O)NCCc4ccccc4)c(C)c3cc12	33.7%	2.3%	0.7%	-1.5%	4.5%[59 µM]	-30.5%	2.4%	1.4%	-9.1%
Cc1c(Cl)cccc1N1C(=O)C2ON(c3ccccc3)C(c3cccnc3)C2C1=O (configuration not stated)	34.2%	19.5%	7.7%	-2.3%	?	-11.5%	?	9.6%	-24.2%
CC(C)C[C@H](NC(=O)OC(C)(C)C)C(=O)N[C@@H](CO)[C@H](O)[C@@H]1C[C@@H]1C(=O)N(C)C	41.5%[activator]	17.1%	7.7%	0.2%	nt	-9.2%	-6.2%	1.3%	11.7%
CC(C)[C@H](N)c1cn([C@@H](CC(N)=O)C(=O)N2CCNCC2)nn1	33.5%	4.7%	-4.2%	nt	-32.4%[12.7 µM]	?	-0.3%	-1.2%	?
Cc1ccc(CNc2nc(N)c([N+](=O)[O-])c(Nc3ccc(F)cc3)n2)cc1	4.6%	10.9%	2.1%	-3.7%	24.8%	-13.3%	7.2%	2.9%	3.7%
CC(NC(=O)CNC(=O)OCc1ccccc1)C(=O)N1CC(O)CC1C(=O)OCc1ccccc1 (configuration not stated)	28.1%	10.5%	4.5%	2.2%	-6.3%[59 µM]	-4.8%	4.1%	19.8%	-3.1%
O=C(CN1CCCC1)Nc1sc2c(c1C(=O)Nc1ccc(Br)cc1)CCC2	25.8%	30.4%[activator]	-6.8%	-6.5%	3.3%	-24.5%	-1.2%	-8.6%	-24.4%
CC1CCCCC1NC(=O)C1CCN(C(=O)c2sccc2-n2cccc2)CC1 (configuration not stated)	34.9%	6.1%	0.7%	-3.0%	-7.1%[59 µM]	-4.2%	1.6%	-3.8%	-5.1%
Cc1ccc(-c2noc(CCC(=O)NCCN3CCOCC3)n2)cc1	23.9%	14.8%	-11.5%	1.4%	2.1%	-12.7%	1.3%	0.1%	6.4%
CCn1nc(C(=O)OCC(=O)c2cc(C)n(Cc3cccs3)c2C)c2ccccc2c1=O	10.5%	11.8%	i	-13.2%	-2.5%[12.7 µM]	-9.1%	21.4%	-26.0%	-6.4%
Cc1nn2c3c(cnc2c1-c1ccccc1)C(=O)CC(c1ccco1)C3 (configuration not stated)	33.5%	-8.8%	-10.2%	-1.8%	?	-11.7%	13.3%	-1.1%	-3.8%
COc1ccc(C(CC(=O)O)N2C(=O)CCC2=O)cc1 (configuration not stated)	27.1%	15.4%	i	-0.1%	-8.7%	-4.1%	-3.9%	-4.9%	2.2%
CSCCC(NS(=O)(=O)c1ccc2c(c1)oc(=O)n2C)C(=O)N1CCN(c2ccc(C(C)=O)cc2)CC1 (configuration not stated)	22.3%	14.5%	-2.0%	-6.0%	3.5%[59 µM]	-7.7%	2.3%	-1.5%	2.9%
CCCCC1S/C(=N/N=C/c2ccco2)NC1=O (configuration not stated)	26.4%	-2.1%	-4.0%	1.2%	-6.1%[59 µM]	-14.5%	2.3%	-4.6%	-5.3%
O=C(Cn1cncn1)N/N=C/c1ccccc1Cl	26.7%	-6.7%	-0.2%	-1.8%	16.4%[12.7 µM]	-11.3%	0.2%	-9.9%	-3.9%
O=C(Nc1ccccc1Cl)c1ccc(COc2ccc3c(c2)CCC3)cc1	13.1%	3.3%	4.5%	-10.9%	4.4%[59 µM]	-14.2%	-4.9%	14.7%	10.3%
COc1ccc(N(CC(=O)NCCc2ccc(OC)c(OC)c2)S(=O)(=O)c2c(C)noc2C)cc1	32.2%	19.2%	11.3%	0.9%	46.8%	-10.5%	-4.7%	-0.1%	-19.3%
CCN(CC)CCCNC(=O)c1c(O)c2c([nH]c1=O)CCCC2	20.4%	-1.4%	i	-2.8%	?	-14.9%	0.3%	2.4%	-2.5%
COc1ccc(-c2noc(CNC(=O)c3ccoc3C)n2)cc1	-2.9%	5.5%	5.9%	-3.0%	14.7%	-15.4%	-1.1%	5.2%	-16.0%
O=C1OCCN1C(=O)[C@H]1[C@H](c2ccccc2)C(c2ccc(F)cc2)=NN1c1ccc(Br)cc1	86.3%[activator]	-25.3%	8.5%	-11.9%	85.9%[activator][59 µM]	19.9%	38.0%[activator]	1.3%	nt
CN(C(=O)COc1ccccc1)c1nnc(C23CC4CC(CC(C4)C2)C3)s1	31.0%	-13.2%	i	2.8%	14.1µM*	-3.5%	-8.1%	-3.3%	-0.2%
O=C(Nc1ccccc1)/C(=C/c1ccc2c(c1)OCO2)NC(=O)c1ccco1	34.7%	5.8%	i	-6.9%	34.3%[59 µM]	-4.7%	-10.4%	-7.2%	-7.5%
CN(CC(=O)Nc1cccc2ccccc12)C(=O)c1cccc(S(=O)(=O)N(C)C)c1	19.6%	-12.3%	-3.1%	-1.4%	-8.7%	-13.2%[11.4 µM]	-7.4%	8.2%	-18.6%
CCn1c(SCC(=O)c2c(N)n(C3CC3)c(=O)[nH]c2=O)nnc1-c1ccoc1C	23.6%	21.0%	-9.0%	nt	-12.2%[59 µM]	-15.5%	0.4%	1.9%	14.0%
CCC(C)NC(=O)c1c(N)n(/N=C/c2cccnc2)c2nc3ccccc3nc12 (configuration not stated)	50.4%	15.5%	-5.2%	-5.5%	56.5%[activator]	9.0%	-9.1%	-3.2%	10.7%
CCN1CCN(C(=O)C2(NC(=O)Nc3ccccc3Cl)CCCCC2)CC1	13.8%	-2.8%	-6.0%	5.3%	-8.4%[59 µM]	0.3%	0.0%	-6.8%	7.5%
CCCCOc1ccc(OCCNC(=O)c2ccco2)cc1	17.5%	5.3%	-5.8%	-2.2%	-2.7%	-11.0%	?	-10.9%	11.0%
O=C(NCc1cnc2ccccn12)C1CCC(=O)N(Cc2ccccc2F)C1 (configuration not stated)	42.6%[activator]	10.2%	i	-5.9%	-0.9%	-2.9%	-8.9%	-1.6%	-19.3%
Fc1ccc(Nc2nc3nonc3nc2Nc2cccc(C(F)(F)F)c2)cc1	-10.0%	-15.9%	-0.3%	-8.9%	-41.3%[59 µM]	?	22.9%	5.1%	?
COc1ccccc1NC(=O)CSc1c2c(nc3ccccc13)CCC2	33.2%	21.1%	-4.7%	2.2%	-11.0%[59 µM]	-3.5%	?	-2.2%	-0.3%
CC1C(=O)Nc2ccc(S(=O)(=O)N3CCCCC3)cc2NC1=O (configuration not stated)	11.8%	22.8%	0.3%	-7.1%	-4.6%[59 µM]	-14.9%	-6.7%	-15.1%	5.0%
O=C1OCCC1Sc1nnc(-c2ccc(O)cc2)o1 (configuration not stated)	0.2%	-17.2%	-7.0%	0.8%	37.2%[0.501 µM]	0.4%	-6.7%	-0.6%	-4.5%[57.1 µM]
Cc1cccc(Cc2cnc(NC(=O)CN3C(=O)/C(=C/c4ccccc4)SC3=S)s2)c1	?	6.3%	-8.0%	1.9%	39.8µM*	-31.3%	4.5%	5.5%	?
OCC1OC(n2nc3ccccc3n2)C(O)C(O)C1O (configuration not stated)	31.3%	24.5%	-7.2%	1.5%	-7.8%	-0.6%	-4.3%	3.6%	13.4%

# 3 of the compounds above, with values under each structure:
# Results follow in this order: HP1b chromo inh | Pol iota inh | Tb PGK inh | BLM helicase inh | G9a block | JMJD2A Tudor inh | Pin1 inhibitor | GLS inhibitor | BAZ2B block
CCC(C)NC(=O)c1c(N)n(/N=C/c2cccnc2)c2nc3ccccc3nc12 (configuration not stated)
  50.4% | 15.5% | -5.2% | -5.5% | 56.5%[activator] | 9.0% | -9.1% | -3.2% | 10.7%
CN(CC(=O)Nc1cccc2ccccc12)C(=O)c1cccc(S(=O)(=O)N(C)C)c1
  19.6% | -12.3% | -3.1% | -1.4% | -8.7% | -13.2%[11.4 µM] | -7.4% | 8.2% | -18.6%
CCn1c(SCC(=O)c2c(N)n(C3CC3)c(=O)[nH]c2=O)nnc1-c1ccoc1C
  23.6% | 21.0% | -9.0% | nt | -12.2%[59 µM] | -15.5% | 0.4% | 1.9% | 14.0%

# Next section.
molecule	HP1b chromo inh	Pol iota inh	Tb PGK inh	BLM helicase inh	G9a block	JMJD2A Tudor inh	Pin1 inhibitor	GLS inhibitor	BAZ2B block
CCN(CC(=O)Nc1ccc(NC(C)=O)cc1)C(=O)Cc1ccc(Cl)c(Cl)c1	18.1%	68.2%[activator]	-1.6%	-1.9%	?	13.4%	1.0%	-4.6%	0.9%
CC(=O)NC1=NN(C(C)=O)C(C)(c2ccc3ccccc3c2)S1 (configuration not stated)	27.3%	10.6%	-2.9%	-4.6%	1.1%[59 µM]	-3.5%	-3.4%	2.6%	-38.6%
CCOCCCNC(=O)C(Cc1ccccc1)NS(=O)(=O)c1cccc2nsnc12 (configuration not stated)	33.1%	24.5%	i	-0.7%	-18.6%	-11.3%	93.2%	-1.2%	5.1%
O=C(/C=C/c1ccc([N+](=O)[O-])s1)N1CCN(c2ccccc2)CC1	29.3%	6.2%	-8.0%	-4.2%	0.9%[59 µM]	-10.7%	-0.9%	0.2%	-8.1%
O=c1[nH]c(CN2CCN(C/C=C/c3ccccc3)CC2)nc2ccccc12	4.3%	1.1%	5.7%	4.5%	?	-32.8%	0.7%	-1.8%	3.8%
CCC1=C2CC[C@H]3C(=O)N(c4ccccc4)C(=O)[C@H]3[C@H]2[C@@]2(C)C(=NCC3CC3)OC(=O)N2C1=O	34.5%	20.5%	i	2.5%&-0.1%	-8.3%[12.7 µM]	0.0%	-2.8%	-3.4%	3.9%
Cn1c(-c2ccccc2)cc(=O)c2ccccc21	30.0%	45.1%[activator]	1.2%	-0.7%	28.3%[12.7 µM]	-13.1%	0.3%	-5.8%	-0.7%
